PfHsp90 set2: inhibits growth of yeast expressing Plasmodium falciparum Hsp90; S. cerevisiae expressing PfHsp90, BacTiter-Glo ATP, 48 h; yeast lacking PDR1 and PDR3 efflux regulators; inhibition, % at 9.4 µM; hit rate 0.32% among 310,000; AID 504621;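 active = every replicate shows inhibition above about 80%, whatever the replicate mean, limit read from the data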;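 note: 0% = DMSO neutral controls and 100% = 20 µM radicicol positive controls; yeast relying on Plasmodium falciparum Hsp90 in place of its own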
MOR-DOR inv ag: inverse agonists of human mu-delta opioid receptor heterodimerization. cell-based MOR-DOR heterodimer luminescence, inverse agonism. P35372+P41143. inhibition, % at 9.3 µM. AID 504357. hit rate 0.21% among 340,000; in the data active = inhibition above about 22%, passing the limit was not always enough;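 note: 0% = cells with DMSO and 100% = wells without cells with DMSO; values of inactives mirror those of a sister screen read the other way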
Ecoli viability: reduces bacterial viability in AddAB counter-screen; E. coli V3065 growth, OD600 absorbance, 18 h; inhibition, % at 11.9 µM; hit rate 0.27% among 330,000;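 active = inhibition above the campaign's mean inhibition across all tested compounds plus 3 SD, cut at about 9.9% in these data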;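 note: uninfected addAB+ strain grown without phage in ampicillin broth; 0% = DMSO wells and 100% = ciprofloxacin 0.95 µg/ml wells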
AddAB inh: less growth of phage-infected E. coli with AddAB; inhibition, % at 11.9 µM; E. coli expressing H. pylori AddAB, absorbance growth; hit rate 0.29% among 330,000; in the data active = inhibition above about 12%;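 note: 0% = vehicle wells of infected cells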
HTR5A inv ctr: counter-screen for OPRM1-OPRD1 inverse agonists: human HTR5A inverse agonism | inhibition, % at 9.3 µM | hit rate 0.083% among 340,000 | P47898 | AID 504634 | HTR5A cell line, luminescence; in the data active = inhibition mostly above about 23%, no sharp cut-off; inactive = mostly below about 18%;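 note: 0% = cells with DMSO and 100% = no-cell wells with DMSO; some compounds called inactive have numbers as strong as hits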
Target sequence (P47898 whole entry, looked up): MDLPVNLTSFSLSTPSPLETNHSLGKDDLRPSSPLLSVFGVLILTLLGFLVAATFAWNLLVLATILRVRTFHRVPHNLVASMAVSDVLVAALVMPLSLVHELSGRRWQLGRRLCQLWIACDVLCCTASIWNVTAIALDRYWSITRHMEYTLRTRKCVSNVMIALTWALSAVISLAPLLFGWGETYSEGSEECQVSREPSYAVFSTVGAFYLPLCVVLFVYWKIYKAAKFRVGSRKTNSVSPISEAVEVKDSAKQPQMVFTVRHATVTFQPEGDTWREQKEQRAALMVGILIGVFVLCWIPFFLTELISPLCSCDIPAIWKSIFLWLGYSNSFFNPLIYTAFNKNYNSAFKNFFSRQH
phage Ecoli inh: E. coli growth loss with phage present; inhibition, % at 11.9 µM; growth absorbance; hit rate 0.26% among 360,000; AID 651602; in the data active = inhibition above about 11%
PKA-R1A activ: activates the PKA-R1A holoenzyme complex; P00514+P68181; PKA-R1A dissociation, Cy5-IP20 fluorescence polarization; scaled: DMSO 0%, 113 µM cGMP 100%; activation, % at 11.4 µM; hit rate 0.083% among 340,000; AID 504707;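 active = percent activation above the mean of all tested compounds plus 3 SD, cut at about 19% in these data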;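 note: higher means more PKAc released from R1A so a rise in polarization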
Mot1-301 SUMO: SUMOylation pathway inhibition by Mot1-301 growth rescue | S. cerevisiae Mot1-301 growth rescue, ATP luminescence, 38.5C; percent above DMSO median, 100 means doubled | growth rescue, % at 18.8 µM | hit rate 1% among 320,000 | AID 2716;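 active = every valid replicate shows activation above 250% relative to neutral control wells; inactive = the rest, any valid replicate at or below 250%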;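 note: OY570 slx delta 5 strain wells were the positive control but not used for scaling; some compounds called inactive have numbers as strong as hits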
Pemphigus Ab inh: blocks pemphigus antibody binding to human desmoglein-3. DSG3-coupled beads, scFv-anti-DSG3-GFP binding, flow cytometry; active compounds read low. hit rate 0.48% among 310,000. binding (percent of control), % at 10 µM. P32926;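 active = binding more than 3 SD below its plate's average and above zero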;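 note: hits lower antibody fragment binding to DSG3; some compounds called inactive have numbers as strong as hits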
HTR5A ag: counter-screen for OPRM1-OPRD1 agonists: human HTR5A agonism | P47898 | HTR5A agonist assay, luminescence, cell-based | activation, % at 9.3 µM | hit rate 0.61% among 340,000 | AID 504692; in the data active = activation mostly above about 9.5%, no sharp cut-off; inactive = mostly below about 7.6%;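 note: 0% = cells with vehicle only and 100% = reference agonist; strong numbers were not always called active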
OPRM1-OPRD1 ag: OPRM1-OPRD1 heterodimerization agonism. P35372+P41143. cells, luminescence. activation, % at 9.3 µM. hit rate 0.3% among 340,000; in the data active = activation above about 18%;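 note: 0% = vehicle-treated cells and 100% = reference agonist; values of inactives mirror those of a sister screen read the other way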
An asterisk follows results filed as active; i = inactive; / = no result given. Compounds as they come. Share with any hit: about 3.2%.

Order of values – PfHsp90 set2	MOR-DOR inv ag	Ecoli viability	AddAB inh	HTR5A inv ctr	phage Ecoli inh	PKA-R1A activ	Mot1-301 SUMO	Pemphigus Ab inh	HTR5A ag	OPRM1-OPRD1 ag
1) Cc1ccc(CNC(=O)c2c(C)cc(=O)oc2C)cc1
 : -7	-4	1.0	0.4	-20	-0.2	11	-10	103	6	0.7
2) CC1=CC(=O)C(C(C)C)=C/C1=N\OC(=O)c1cccc2nc(C)oc12
 : -86	9	-1.4	1.5	13	6.2	19*	16	117	0	-1.6
3) C=CCc1cccc2cc(C(=O)N3CCN(C(=O)c4ccccc4)CC3)c(=O)oc12
 : -19	2	-0.9	0.3	-48	-1.4	5	20	93	16*	-0.2
4) Cn1nccc1C(=O)N1CCN(c2cccc(C(F)(F)F)c2)CC1
 : -3	12	-1.2	1.8	-3	-0.2	1	3	/	1	-2.3
5) Cc1nccn1CC(O)COc1ccc(Cl)cc1Cl (centres undefined)
 : -5	7	0.6	3.5	-19	2.3	3	10	105	5	-1.4
6) COC(=O)C1Sc2[nH]c(=O)sc2C2c3ccccc3OC(=O)C12 (centres undefined)
 : -23	19	-1.3	1.4	-13	0.5	4	15	107	5	-4.4
7) CCOC(=O)CC1C(=O)NCCN1c1nc2ccc(C)cn2c(=O)c1/C=C1\SC(=S)N(CC(C)C)C1=O (centres undefined)
 : -5	6	0.9	1.9	7	/	12	-1	193	-4	-1.1
8) O=[N+]([O-])c1cc(S(=O)(=O)N2CCCC2)ccc1N/N=C1/CCCc2ccccc21
 : 0	-8	1.0	2.1	-17	-0.4	-2	15	70	4	1.7
9) Cc1ccc(C)c(S(=O)(=O)Nc2cc(SCC(=O)O)c(O)c3ccccc23)c1
 : -19	-27	-0.5	-1.3	-32	/	2	18	/	-1	5.6
10) Cc1cc(C)cc(N(C(=O)C2CCCC2)C2C=CS(=O)(=O)C2)c1 (centres undefined)
 : 8	4	1.6	2.6	4	2.2	3	-6	98	-2	-0.7
11) O=C(COC(=O)c1ccccc1Oc1ccccc1)NC1CCS(=O)(=O)C1 (centres undefined)
 : 1	11	-1.2	1.5	13	-0.3	-6	16	105	-4	-2.0
12) Cc1cc(-c2n[nH]c(=S)n2Cc2ccco2)nn1C
 : 4	-3	0.6	0.8	-13	5.5	6	3	98	1	0.6
13) COc1ccccc1-c1nc(S(=O)(=O)c2ccc(Cl)cc2)c(N(C)C)o1
 : 19	-8	2.2	-0.8	7	3.1	3	2	105	-3	1.3
14) COc1ccc(-c2ccc(=O)n(Cc3ccccc3)n2)cc1
 : -13	-3	-1.4	3.5	14	2.4	4	-17	110	-4	0.6
15) O=c1c(-c2cccc3ccccc23)[n+]([O-])c2ccccc2n1O
 : 10	9	-3.3	-0.1	18	2.4	-7	-3	102	0	-1.8
16) CN(C)CCCN(C(=O)c1ccc(S(=O)(=O)N(C)C2CCCCC2)cc1)c1nc2ccc(F)cc2s1
 : 4	i	-2.9	-0.3	13	0.7	7	1	102	4	327*
17) CCN1CCN(C(=O)c2nn(-c3ccccc3)c(=O)c3ccccc23)CC1
 : 15	-1	1.1	-0.1	-35	2.1	15	39	103	4	0.2
18) COc1ccc(/C=N/NC(=O)c2cc(O)c(O)c(O)c2)cc1Cn1cc([N+](=O)[O-])cn1
 : 14	7	/	/	-9	10	-7	/	95	3	-1.3
19) Cc1nn2c(-c3ccc(F)cc3)ccnc2c1Cl
 : -3	3	1.0	-0.1	-6	1.2	-9	4	101	2	-0.5
20) COc1ccc(CNC(=O)Cc2ccc(NC(=O)C3=C(C)OCCS3)cc2)cc1
 : 3	5	-1.4	4.2	11	2.5	-5	21	/	-3	-0.9

Order of values – PfHsp90 set2	MOR-DOR inv ag	Ecoli viability	AddAB inh	HTR5A inv ctr	phage Ecoli inh	PKA-R1A activ	Mot1-301 SUMO	Pemphigus Ab inh	HTR5A ag	OPRM1-OPRD1 ag
21) CCCn1c(SCC(=O)NC)nnc1C(C)C
 : -6	1	0.1	-2.1	10	3.0	-16	-6	98	-3	-0.2
22) CCOc1nc(-c2ccccc2O)nc2ccccc12
 : /	-25	2.2	2.2	-12	0.1	-19	643	94	5	4.2
23) C/C(=N/NC(=O)c1ccc(Cn2cccn2)o1)c1cccc(NC(=O)c2ccncc2)c1
 : -12	18	/	/	-12	0.9	-11	/	120	3	-3.2
24) CCCCCCSc1nnc(N)s1
 : 1	4	-0.7	0.7	-10	1.0	9	3	/	4	-0.7
25) O=C(CN(C1CCCCC1)S(=O)(=O)c1ccccc1)N1CCCC1
 : 9	2	1.9	1.7	-2	3.9	-10	/	102	-3	-0.3
26) CCC(C(=O)NC1CCCC1)N(C(=O)Cn1nnc(-c2ccc(C)o2)n1)c1cccc(OC)c1 (centres undefined)
 : 3	5	-1.1	1.5	-18	2.3	-9	-4	104	-2	-0.7
27) CCOc1cc2[nH]c(=O)n(CCC(=O)NCCc3ccccc3)c(=O)c2cc1OCC
 : -63	12	1.2	-0.2	-6	1.8	-7	2	97	-4	-1.9
28) NC1CCN(c2c(F)cc3c(=O)c(C(=O)O)cn(C4CC4)c3c2Cl)C1 (centres undefined)
 : 8	9	98*	97*	21	99*	-9	14	93	1	-1.9
29) O=C1CCN(Cc2ccccc2)C=C1c1ccc2ccccc2c1
 : -12	9	-0.5	0.9	-23	-0.8	4	-1	101	8	-1.5
30) CN1CCN(S(=O)(=O)c2ccc(NC(=S)NC(=O)C3CCCC3)cc2)CC1
 : 1	10	-2.1	0.4	1	3.7	-3	-9	102	0	-2.0
31) Cc1cccc(Nc2nc(N)nc(CN3CCN(C)CC3)n2)c1
 : /	3	-1.7	-1.1	10	3.1	7	9	102	-4	-0.7
32) CC1CCN(C(=O)c2ccc(CNS(=O)(=O)c3ccc(C(C)(C)C)cc3)cc2)CC1
 : -13	-9	-0.8	1.0	-16	0.1	0	14	/	2	2.3
33) Cc1ccc(-c2c(C(=O)N/N=C/c3cccs3)nnn2-c2nonc2N)cc1
 : -17	17	-1.7	4.2	8	/	3	18	89	-2	-3.4
34) O=C(NC(Cc1ccccc1)C(=O)N1CCCCC1)c1ccccc1 (centres undefined)
 : -4	14	0.3	2.1	11	1.4	-3	-8	103	0	-2.9
35) O=C(Nc1ccccc1Cl)OCc1cncs1
 : -22	-1	-0.8	3.6	-22	3.2	5	60	106	3	0.1
36) CO/N=C/c1ccc(N2CCCC2)c([N+](=O)[O-])c1
 : /	1	-1.4	-1.0	2	1.8	4	15	110	-1	-0.3
37) N#Cc1c(N)n(CCNC(=O)c2cccs2)c2nc3ccccc3nc12
 : 3	0	0.9	6.1	12	1.0	3	-2	109	-7	-0.1
38) COc1cc([C@@H]2c3cc4c(cc3[C@@H](O)[C@H]3COC(=O)[C@H]23)OCO4)cc(OC)c1O[Si](C)(C)C(C)(C)C
 : 16	-31	-3.2	3.4	-22	-0.4	-4	1	107	9	5.6
39) CC(C)(C)OC(=O)N[C@@H](Cc1c[nH]c2ccccc12)c1nnc(SCC(N)=O)o1
 : -5	15	0.2	0.7	14	1.3	-2	20	100	-5	-3.1
40) O=C(Nc1ccccc1)c1nc[nH]c1C(=O)N1CCc2ccccc2C1
 : -2	-11	-0.6	-0.7	5	1.7	6	10	99	-2	1.9

Order of values – PfHsp90 set2	MOR-DOR inv ag	Ecoli viability	AddAB inh	HTR5A inv ctr	phage Ecoli inh	PKA-R1A activ	Mot1-301 SUMO	Pemphigus Ab inh	HTR5A ag	OPRM1-OPRD1 ag
41) CC(=O)Nc1ccc(NC(=O)CCC(=O)Oc2ccc(C)cc2)cc1
 : -22	-3	1.3	1.4	-12	3.2	-11	-1	104	3	0.5
42) COCCN(CC(=O)Nc1ccccc1C(F)(F)F)C(=O)/C=C/c1cc(Cl)c2c(c1)OCO2
 : /	8	0.9	-0.5	-18	-1.5	4	13	103	7	-1.8
43) Cc1ccc(S(=O)(=O)N(C)c2ccc(OCC(=O)OCc3c(C)noc3C)cc2)cc1
 : 3	16	-1.5	-2.8	-9	1.4	-5	15	97	-3	-2.8
44) COc1ccc(-c2cc(C(=O)NNC(=S)NC(=O)c3c(-c4ccccc4)noc3C)[nH]n2)cc1
 : -26	14	3.0	4.0	-9	3.7	4	5	97	-2	-2.7
45) Cc1ccc(N2C(=O)N(CC(=O)Nc3ccc(C)c(C)c3)C(=O)C2C)cc1 (centres undefined)
 : /	-14	0.3	1.9	11	3.3	-4	-12	105	-4	2.2
46) CC1CCN(S(=O)(=O)c2ccc(N=NC3=C(O)CC(C)(C)CC3=O)cc2)CC1
 : 32	5	-0.5	5.2	20	-0.1	0	-5	7.6*	1	-0.9
47) CC(C)CC(=O)Nc1ccc(C(=O)Nc2cccc(O)c2)cc1
 : -14	9	0.8	0.9	19	5.0	-5	-16	105	2	-1.8
48) COc1ccc(/C=N/NC(=O)c2ccoc2C)cc1O
 : 12	-15	0.4	-1.0	7	0.7	-14	-14	104	3	2.7
49) Cc1ccc(-n2nc3c(c2NC(=O)c2cccs2)CSC3)cc1
 : -15	1	-2.2	0.6	-13	-0.2	-1	-12	72	-6	-0.2
50) O=C(OCC(=O)N1CCCC1)c1ccc(Cl)c([N+](=O)[O-])c1
 : -28	18	1.1	4.2	9	2.4	-13	5	98	-2	-2.9
51) CC1CN(C(=O)COC(=O)COc2ccc(C#N)cc2)CC(C)O1 (centres undefined)
 : 1	9	1.1	-0.3	8	2.1	0	-11	109	-3	-1.6
52) COc1cc(OC)c(S(=O)(=O)Nc2ccc(C)cn2)cc1NC(C)=O
 : /	8	3.0	0.9	6	0.6	-9	-1	106	3	-1.5
53) Cc1cc(OCC(=O)NC2CCCCC2)ccc1Cl
 : -29	-9	-0.2	-1.0	-38	3.6	-5	13	103	11	1.6
54) O=S(=O)(c1ccccc1)c1cnn2c(C(F)(F)F)cc(-c3ccc(F)cc3)nc12
 : /	16	-1.7	1.7	-11	1.2	-8	3	103	4	-3.6
55) CC(C)C[C@H]1CNC(=S)N1CC1CCCN1C[C@H](CC(C)C)N1C[C@H](Cc2ccc(O)cc2)N(CC2CCCCCC2)C1=S (some centres undefined)
 : -6	-3	/	/	-13	2.8	10	/	104	4	0.6
56) CC(C)(Oc1cccc2ccccc12)C(=O)O
 : -18	5	0.5	2.4	18	6.1	-1	-2	99	2	-1.0
57) CCn1c2ccccc2c2cc(/C=N/NC(=O)c3ccc(O)cc3)ccc21
 : -68	-33	0.7	-1.7	-4	2.1	-10	14	100	9	4.9
58) Oc1cccc(Nc2nc(-c3ccccc3Cl)nc3ccccc23)c1
 : 6	0	-2.2	-2.5	-5	1.9	-13	2	100	1	0.0
59) CN(CC(=O)Nc1cccc(F)c1)C(=O)c1ccc(S(=O)(=O)N2CCCC2)cc1
 : -8	17	1.1	-0.1	10	0.7	-20	-18	95	-4	-4.1
60) CCOC(=O)C1=C(C)N(CCCC(=O)O)C(=O)NC1c1ccc([N+](=O)[O-])cc1 (centres undefined)
 : -1	5	-1.0	3.5	-3	1.8	-7	3	106	1	-0.8
61) CC1CCN(S(=O)(=O)N2CCCC(C(=O)NCc3ccccc3Cl)C2)CC1 (centres undefined)
 : 6	9	-1.8	-0.5	-4	2.0	-10	-9	98	-5	-1.6
62) Cc1cc(C)c2oc(=O)cc(CN3CCCCC3)c2c1
 : 14	15	0.2	-0.6	4	2.5	-2	-12	112	-1	-3.3
